# Screening results as filed in PubChem.
# ADAM10 inh: inhibitors of human ADAM10 | O14672 | recombinant ADAM10, EDANS/DABCYL FRET peptide cleavage, 3 h | inhibition, % at 7 µM | hit rate 0.62% among 370,000 | AID 720582;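 active means inhibition above a per-campaign cutoff equal to the mean of compounds falling between control-based bounds plus 3 SD, cut at about 20% in these data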;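 further: 0% = DMSO wells while the 100% control is not disclosed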
# SIAE primary: human SIAE inhibition, primary screen; Q9HAT2; SIAE FP-Rh probe binding, fluorescence polarization; inhibition, % at 9.66 µM; hit rate 0.69% among 370,000; AID 1053197;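 active means inhibition above a cutoff: mean of compounds within the control limits plus 3 SD of those, cut at about 17% in these data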;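 further: 0% = plate median of compound wells and 100% = probe without SIAE protein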
# Target sequence (Q9HAT2 whole entry, looked up): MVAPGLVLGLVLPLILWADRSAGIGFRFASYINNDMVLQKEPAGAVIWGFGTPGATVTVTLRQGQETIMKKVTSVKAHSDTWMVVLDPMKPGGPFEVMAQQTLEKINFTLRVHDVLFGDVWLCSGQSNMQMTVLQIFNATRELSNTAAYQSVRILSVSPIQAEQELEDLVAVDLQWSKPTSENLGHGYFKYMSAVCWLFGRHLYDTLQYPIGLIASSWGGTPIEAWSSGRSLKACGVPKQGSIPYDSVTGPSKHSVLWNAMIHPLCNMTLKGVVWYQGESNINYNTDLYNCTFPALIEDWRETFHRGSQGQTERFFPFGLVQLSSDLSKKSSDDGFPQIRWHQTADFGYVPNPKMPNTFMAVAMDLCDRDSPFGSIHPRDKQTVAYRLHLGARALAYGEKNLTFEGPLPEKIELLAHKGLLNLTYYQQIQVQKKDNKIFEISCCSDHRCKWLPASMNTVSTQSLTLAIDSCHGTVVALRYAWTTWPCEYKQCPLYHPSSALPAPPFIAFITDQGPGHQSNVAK
# ARFGAP1 inhibitor: inhibits rat ARF GTPase activating protein 1 | Q62848 | Arfgap1-stimulated ARF1 GTP hydrolysis, GDP FP detection | inhibition, % at 16.5 µM | hit rate 0.26% among 360,000 | AID 651572;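 active means inhibition above a per-plate limit, mean inhibition of low control wells plus 3 SD, cut at about 25% in these data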;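 further: 0% = DMSO wells with enzyme and 100% = wells lacking Arfgap1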
# Target sequence (Q62848 1-136 limits assumed): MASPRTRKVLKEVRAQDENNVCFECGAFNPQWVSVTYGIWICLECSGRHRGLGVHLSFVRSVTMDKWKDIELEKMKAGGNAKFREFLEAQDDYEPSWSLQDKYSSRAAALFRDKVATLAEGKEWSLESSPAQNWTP
#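 Material: rat Arfgap1 GAP domain (His6, aa 1-136), purified enzyme. Also added: human ARF1(Δ1-17)-GTP substrate. Compound dosing: 16.5 µM single point, 1.26% DMSO. Timing: enzyme reaction 120 min at 25 °C after 20 min preincubation. Signal: GDP detection by fluorescence polarization. Read-out basis: percent inhibition of GAP-stimulated GDP formation, scaled between DMSO and no-Arfgap1 medians.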
# PLCb3 inh: inhibitors of human phospholipase C beta3. Q01970. Purified PLC-beta3, fluorogenic substrate, fluorescence. inhibition, % at 12.2 µM. hit rate 0.18% among 370,000; in the data active means inhibition above about 11%;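 further: 0% = median of compound wells on plate and 100% = full blocker control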
# PLCg1 inh: blocks human PLC-gamma1 enzyme activity; P19174; AID 720700; purified PLC-gamma1, fluorogenic substrate, fluorescence; hit rate 0.84% among 370,000; inhibition, % at 12.2 µM; in the data active means inhibition above about 9.5%
# Tn6 DDE FP: inhibitors of Tn6 peptide binding to human fibrin DD(E); P02675; Fibrin DD(E) TRITC-Tn6 fluorescence polarization displacement; inhibition, % at 8.3 µM; hit rate 0.21% among 370,000;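 active means inhibition above a per-campaign cutoff: mean of compounds within control limits plus 3 SD, cut at about 15% in these data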;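 further: 0% = median of all compound wells on the plate and 100% = blocking peptide control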
# Tn7 DDE FP: inhibitors of Tn7 peptide binding to human fibrin DD(E). FP displacement of FITC-Tn7 peptide from fibrin DD(E); 0% = median of compound wells per plate. P02675. hit rate 0.13% among 370,000. AID 720508. inhibition, % at 8.3 µM;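 active means inhibition above the mean of compounds falling within the control limits plus 3 SD of them, cut at about 14% in these data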;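 further: 0% = plate median of compound wells and 100% = 10 µM Aha-Tn7 peptide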
#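 Also added: labelled Tn7 tracer, 0.1 µM; Assay system: human fibrin DD(E) protein; Amount: 2 µM fibrin DD(E); Schedule: 10 min compound pre-incubation, 3 h probe incubation at room temperature; Repeats: one replicate per compound; Read-out basis: percent inhibition; Measured by: fluorescence polarization of the labelled Tn7 tracer.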
# ASAP1 inh: ASAP1 ArfGAP inhibition; ASAP1-stimulated ARF1 GTP hydrolysis, GDP FP detection; inhibition, % at 16.5 µM; hit rate 0.19% among 360,000; AID 624377; in the data active means inhibition above about 25%;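 further: 0% = vehicle with enzyme and substrate and 100% = no enzyme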
# TDP2 absorb: blocks human TDP2 phosphodiesterase activity; O95551; recombinant TDP2, T5PNP hydrolysis, p-nitrophenol absorbance 415 nm; inhibition, % at 12.8 µM; hit rate 0.34% among 370,000; AID 720702;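 active means inhibition above the mean of all tested compounds plus 3 SD, set per campaign, cut at about 25% in these data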;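 further: 0% = DMSO with enzyme and 100% = buffer with substrate but no TDP2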
# Target sequence (O95551 whole entry, looked up): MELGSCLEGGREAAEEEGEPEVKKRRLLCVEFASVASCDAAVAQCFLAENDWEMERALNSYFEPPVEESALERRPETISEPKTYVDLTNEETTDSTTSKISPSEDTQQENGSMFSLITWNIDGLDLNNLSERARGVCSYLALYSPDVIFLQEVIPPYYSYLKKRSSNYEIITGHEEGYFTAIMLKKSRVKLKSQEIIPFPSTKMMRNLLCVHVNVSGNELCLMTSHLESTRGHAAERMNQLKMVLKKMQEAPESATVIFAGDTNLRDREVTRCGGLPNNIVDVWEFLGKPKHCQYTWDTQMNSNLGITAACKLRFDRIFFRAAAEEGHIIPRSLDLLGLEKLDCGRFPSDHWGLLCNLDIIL
#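 Material: recombinant human TDP2; quantity: TDP2 enzyme at 120 nM final; medium: Tris-HCl pH 7.5 with MgCl2; compound: single concentration, 12.8 µM nominal, with 1% DMSO; incubation: 2 h enzyme incubation at 37 °C; signal: epi absorbance; measure: percent inhibition; benchmarks: high control without enzyme, low control DMSO plus TDP2; repeats: singlicate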
# ADAM17 inh: inhibits human ADAM17; inhibition, % at 6.95 µM; hit rate 0.83% among 370,000; P78536; recombinant ADAM17, EDANS/DABCYL FRET peptide cleavage; AID 720648;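 active means inhibition above the mean of compounds lying between control limits plus 3 SD, set per campaign, cut at about 8.5% in these data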;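 further: 0% = DMSO-only wells as the low control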
# Numbers without * were called inactive; & = joins results of further samples.
SMILES,ADAM10 inh,SIAE primary,ARFGAP1 inhibitor,PLCb3 inh,PLCg1 inh,Tn6 DDE FP,Tn7 DDE FP,ASAP1 inh,TDP2 absorb,ADAM17 inh
CC(C)[C@H](NC(=O)c1ccc(C(C)(C)C)cc1)C(=O)Nc1nnc(C2CC2)s1,0,-7,3,3,0,5,-8,-10,1,1
CCc1nnc(NC(=O)C(=O)NCCOC(=O)c2ccccc2)s1,-9,2,3,-3,1,-9,6,-10,2,-2
C[N+](C)(C)CCNC(=O)c1ccccc1,-5,2,1,3,5,-7,-12,-5,-7,2
O=C(c1ccc2c(c1)OCO2)c1ccc[nH]1,-12,6,12,-11,-5,4,-6,1,-7,-4
Cc1ccc(N2C(=N)SCC2=O)cc1Cl,0,1,-5,4,-1,11,-7,-9,-13,0
NS(=O)(=O)c1ccc(CCNC(=O)c2cnc(Cl)c(Cl)c2)cc1,5,-3,2,-5,-1,1,-5,2,0,-1
C=CCC[C@H](Cc1ccc(F)cc1)C(=O)OC[C@H](C)NC(=O)[C@H](CC=C)CC(=O)NCCO,0,-3,2,0,-1,-4,5,0,-12,-3
COc1ccc(-c2csc(C)n2)cc1Br,1,-10,6,-4,2,7,2,-2,19,-2
O=C(NC1CCCC1)c1cccnc1N1CCCCCC1,-4,1,8,1,0,-2,-7,6,-2,-1
CSc1ccccc1NC(=O)CCc1ccccc1,-5,0,0,-1,1,3,-8,6,-14,1
CN(CC(=O)NC1CC(C)(C)NC(C)(C)C1)S(=O)(=O)c1ccc(Br)cc1,-4,4,14,-2,-1,4,0,4,6,-4
N#C/C(=C\c1cn(-c2ccccc2)nc1-c1ccccc1)S(=O)(=O)c1ccccc1,-6,2,-14,1,1,7,2,3,-2,0
COCCn1c(=S)[nH]c2ccccc21,-1,3,12,1,2,6,8,0,-8,-2
CC(=O)C1=C(C)NC(=O)NC1c1ccc(Cl)cc1 (stereo not drawn),-1,-6,-8,1,3,8,2,2,-4,0
CC1(C)CC(=O)C=C(NCCCN2CCCC2=O)C1,10,-6,9,5,1,1,-5,-5,0,2
O/N=C(\c1ccccc1)c1nccc2ccccc12,6,-8,9,-3,4,-4,-4,8,-5,2
O=c1oc2ccccc2c(O)c1CN1CCCCC1,-5,-8,-2,-6,-5,-3,0,2,6,-2
CCOc1ccc(S(=O)(=O)N2CCN(C(=O)c3cc([N+](=O)[O-])ccc3N3CCOCC3)CC2)cc1,-1,2,-4,0,-2,5,-2,10,-7,-1
CCOC(=O)C1(C)CCCN1C(=O)c1cccc2ccccc12 (stereo not drawn),0,-8,3,3,-1,-2,-11,-8,-1,-2
CSc1nsc(SCC(=O)N2CCN(c3ccccc3)CC2)n1,8,7,5,3,6,-2,-1,-5,-7,3
CCOC(=O)C1=C(O)/C(=C/c2ccc(-c3ccccc3C(=O)O)o2)SC1=Nc1ccc(C)cc1,-2,-3,6,-112,-82,-10,-9,-2,-2,-2
Cc1ccccc1CSc1nnc(C)c(=O)[nH]1,-16,-1,-1,-2,3,-2,3,-4,0,4
COc1ccc(OC)c(CN2CCN(C(=O)[C@@H](NC(=O)c3cccc(C)c3)C(C)C)CC2)c1,-4,0,5,-3,-2,1,7,-7,1,-3
Cc1ccc(-c2csc(N3CCC[C@@H]3C(=O)NCCn3c(-c4ccncc4)nc4ccccc43)n2)cc1,-2,3,-1,-5,-4,3,-4,-14,1,-3
Cc1ccc(NC(=O)Cc2nnc(SCC(=O)c3ccc(Br)cc3)n2C)cc1,-1,3,7,2,3,-1,-4,-2,0,4
# Following part:
SMILES,ADAM10 inh,SIAE primary,ARFGAP1 inhibitor,PLCb3 inh,PLCg1 inh,Tn6 DDE FP,Tn7 DDE FP,ASAP1 inh,TDP2 absorb,ADAM17 inh
CN(CC(=O)Nc1cccc(F)c1)C(=O)c1cc(S(=O)(=O)N(C)C)ccc1N1CCCC1,-6,15,2,-12,-6,7,7,0,8,-2
Cc1cc(C(=O)N2CCC(C(F)(F)F)n3nccc32)on1 (stereo not drawn),-1,-3,-4,0,-1,-3,3,-12,10,-6
CCOc1ccc(S(=O)(=O)N2CCC(C(=O)NCc3cccnc3)CC2)cc1C,9,-1,6,-9,2,-9,-4,10,-12,-5
c1ccc2c(N3CCCCC3)nc(N3CCCC3)nc2c1,-17,3,4,-10,-7,-1,1,0,5,-8
O=C(Cn1ncc2c([nH]c3ccccc32)c1=O)N1CCCCC1,-18,-1,3,-10,-5,0,-1,13,-8,-5
O=C(Nc1cc([N+](=O)[O-])ccc1N1CCCC1)c1cccs1,-3,9,-3,-7,1,-2,-3,9,-4,-3
COc1ccc(CC(=O)NNC(=O)CN(C)S(=O)(=O)c2ccc(Cl)cc2)cc1OC,-2,0,12,-2,3,0,1,-18,6,-1
CCCCCCCCCCCCCCCCn1cc[n+](C)c1,13,-1,-20,6,3,-3,-2,-3,3,2
COc1cc(/C=C(\C#N)C(=O)Nc2ccc3c(c2)OCCO3)ccc1O,10,-2,15,-4,0,-9,0,-10,-17,2
CCOC(=O)c1ccc(/C=C2\c3ccccc3C(=O)N2c2ccccc2)cc1F,7,-1,12,-1,-2,-5,4,8,0,0
CC(=O)Nc1ccc(S(=O)(=O)N2CCN(S(=O)(=O)c3cccs3)CC2)cc1,-8,-9,2,-6,2,4,-8,8,-3,2
Cc1ccc(C(=O)Nc2nc3ccccc3n2CCN2CCCC2)cc1,-7,-2,1,-15,-10,1,-1,2,-6,1
CC1(C)C(=O)N(c2ccccc2)C1c1ccccc1O (stereo not drawn),11,-4,4,-16,3,7,-6,4,-11,5
Cc1cc(C(=O)N2CCN(c3cc(Cl)ccc3C)CC2)on1,0,-2,-5,1,0,-2,-3,-7,-1,2
Cn1cccc1CC(=O)NNC(=O)Nc1ccccc1F,-14,-1,-6,-5,4,3,-7,11,-7,1
Cc1cc(/C=C2\SC(=S)N(Cc3ccco3)C2=O)c(C)n1-c1cccnc1,8,-5,-2,-16,-10,-3,-1,9,-4,-1
COc1c2c(nc3ccccc13)OC(C(C)(O)COC(C)=O)C2 (stereo not drawn),8,-1,-7,1,0,-1,4,1,4,-1
CC(=O)N1c2ccc(S(=O)(=O)N3CCC(C(=O)NCc4ccccc4)CC3)cc2CC1C (stereo not drawn),-1,2,1,-4,-1,7,-3,-2,1,-3
COc1ccc(C(=O)NCC(c2cccs2)N2CCc3ccccc32)c(OC)c1 (stereo not drawn),2,7,4,-5,0,8,10,-6,7,-2
OCCSc1nc(N2CCOCC2)nc(N2CCOCC2)n1,7,2,7,-2,0,0,3,-5,6,-6
Cc1ccc(NC(=O)CN2C(=O)N/C(=C/c3ccco3)C2=O)cc1,-12,11,4,-11,-7,-6,-5,2,4,-5
Cn1c2c(c(=O)n(C)c1=O)NC1(N2)C(=O)Nc2ccccc21 (stereo not drawn),-62,5,-3,-27,-15,5,3,7,4,-29
COc1cc2c(cc1OC)CN(C(=O)CN1CCN(S(=O)(=O)c3ccccc3)CC1)CC2,-6,9,-8,-25,-11,8,0,-8,8,-6
O=C(CC12CC3CC(CC(Br)(C3)C1)C2)OCCN1CCCCC1,4,12,-3,-1,3,-9,-2,3,1,-1
Cc1c(N=C2Nc3cccc4cccc2c34)c(=O)n(-c2ccccc2)n1C,-18&-20,3&6,3&-4,-50&-116,-37&-91,1&-1,0&-2,-2&-2,0&4,-7&-9
CCCCCCSc1ccc([C@H]2N[C@@](Cc3ccccc3)(C(=O)OC)[C@H]3C(=O)N(C)C(=O)[C@@H]23)cc1OC,-2,1,4,-3,-2,3,4,-4,-7,-4
Cc1ccc(C)c(N2CCN(C(=O)C3CCCN(S(=O)(=O)c4c(C)noc4C)C3)CC2)c1 (stereo not drawn),-6,-2,-2,1,-1,-13,2,-3,8,0

# 13 entries from above, reformatted.
# The line under a structure holds: ADAM10 inh	SIAE primary	ARFGAP1 inhibitor	PLCb3 inh	PLCg1 inh	Tn6 DDE FP	Tn7 DDE FP	ASAP1 inh	TDP2 absorb	ADAM17 inh
Cn1cccc1CC(=O)NNC(=O)Nc1ccccc1F
 : -14	-1	-6	-5	4	3	-7	11	-7	1
Cc1cc(/C=C2\SC(=S)N(Cc3ccco3)C2=O)c(C)n1-c1cccnc1
 : 8	-5	-2	-16	-10	-3	-1	9	-4	-1
COc1c2c(nc3ccccc13)OC(C(C)(O)COC(C)=O)C2 (stereo not drawn)
 : 8	-1	-7	1	0	-1	4	1	4	-1
CC(=O)N1c2ccc(S(=O)(=O)N3CCC(C(=O)NCc4ccccc4)CC3)cc2CC1C (stereo not drawn)
 : -1	2	1	-4	-1	7	-3	-2	1	-3
COc1ccc(C(=O)NCC(c2cccs2)N2CCc3ccccc32)c(OC)c1 (stereo not drawn)
 : 2	7	4	-5	0	8	10	-6	7	-2
OCCSc1nc(N2CCOCC2)nc(N2CCOCC2)n1
 : 7	2	7	-2	0	0	3	-5	6	-6
Cc1ccc(NC(=O)CN2C(=O)N/C(=C/c3ccco3)C2=O)cc1
 : -12	11	4	-11	-7	-6	-5	2	4	-5
Cn1c2c(c(=O)n(C)c1=O)NC1(N2)C(=O)Nc2ccccc21 (stereo not drawn)
 : -62	5	-3	-27	-15	5	3	7	4	-29
COc1cc2c(cc1OC)CN(C(=O)CN1CCN(S(=O)(=O)c3ccccc3)CC1)CC2
 : -6	9	-8	-25	-11	8	0	-8	8	-6
O=C(CC12CC3CC(CC(Br)(C3)C1)C2)OCCN1CCCCC1
 : 4	12	-3	-1	3	-9	-2	3	1	-1
Cc1c(N=C2Nc3cccc4cccc2c34)c(=O)n(-c2ccccc2)n1C
 : -18&-20	3&6	3&-4	-50&-116	-37&-91	1&-1	0&-2	-2&-2	0&4	-7&-9
CCCCCCSc1ccc([C@H]2N[C@@](Cc3ccccc3)(C(=O)OC)[C@H]3C(=O)N(C)C(=O)[C@@H]23)cc1OC
 : -2	1	4	-3	-2	3	4	-4	-7	-4
Cc1ccc(C)c(N2CCN(C(=O)C3CCCN(S(=O)(=O)c4c(C)noc4C)C3)CC2)c1 (stereo not drawn)
 : -6	-2	-2	1	-1	-13	2	-3	8	0
